# STK33 inh: blocks human STK33 kinase activity. purified STK33, MBP phosphorylation, ADP-Glo luminescence. inhibition, % at 10 µM. 0.073% of 320,000 active. Q9BYT3. AID 2661;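 active = inhibition at or above 25%, using the most active replicate where run in duplicate; inactive = inhibition below 25%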
# Target sequence (Q9BYT3 whole entry, looked up): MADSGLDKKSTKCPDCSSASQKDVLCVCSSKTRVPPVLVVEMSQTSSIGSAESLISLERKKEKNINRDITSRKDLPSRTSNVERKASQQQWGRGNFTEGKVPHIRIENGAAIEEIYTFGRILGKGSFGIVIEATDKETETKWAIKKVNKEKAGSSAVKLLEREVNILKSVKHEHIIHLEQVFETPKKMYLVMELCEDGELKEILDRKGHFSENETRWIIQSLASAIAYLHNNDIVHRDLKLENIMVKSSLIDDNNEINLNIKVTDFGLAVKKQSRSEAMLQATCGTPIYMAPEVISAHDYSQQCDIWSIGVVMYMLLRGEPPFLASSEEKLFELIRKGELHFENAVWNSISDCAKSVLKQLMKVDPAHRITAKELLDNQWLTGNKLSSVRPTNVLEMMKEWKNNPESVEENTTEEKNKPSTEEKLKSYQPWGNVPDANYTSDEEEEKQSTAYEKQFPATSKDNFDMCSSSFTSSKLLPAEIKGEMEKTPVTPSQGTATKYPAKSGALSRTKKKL
# KCNQ2 inh: KCNQ2 potassium channel inhibitors, primary screen, cell-based, CHO-K1, FluxOR thallium flux, B-score (AID 2156); O88943; 20 min; hits give low values; B-score at 10 µM; 1.1% of 310,000 active;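 active = fluorescence ratio B-score at most minus 3 library SDs, with starting brightness B-score within 2 library SDs, cut at about -5.5 in these data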
# Kir21 block: Kir2.1 (mouse) channel inhibition. HEK293-Kir2.1, FluxOR thallium flux fluorescence; hits give low values. B-score at 10 µM. 0.85% of 310,000 active;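 active = fluorescence ratio B-score at or below minus 3 SD of library scores, with starting-brightness B-score within 2 SD, cut at about -4.2 in these data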;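 note: channel flux triggered by added potassium and thallium sulfate stimulus; B-score of peak minus minimum fluorescence over baseline after thallium stimulus; more negative B-score means stronger Kir2.1 block with less thallium influx; some compounds called inactive have numbers as strong as hits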
# Target sequence (P35561 whole entry, looked up): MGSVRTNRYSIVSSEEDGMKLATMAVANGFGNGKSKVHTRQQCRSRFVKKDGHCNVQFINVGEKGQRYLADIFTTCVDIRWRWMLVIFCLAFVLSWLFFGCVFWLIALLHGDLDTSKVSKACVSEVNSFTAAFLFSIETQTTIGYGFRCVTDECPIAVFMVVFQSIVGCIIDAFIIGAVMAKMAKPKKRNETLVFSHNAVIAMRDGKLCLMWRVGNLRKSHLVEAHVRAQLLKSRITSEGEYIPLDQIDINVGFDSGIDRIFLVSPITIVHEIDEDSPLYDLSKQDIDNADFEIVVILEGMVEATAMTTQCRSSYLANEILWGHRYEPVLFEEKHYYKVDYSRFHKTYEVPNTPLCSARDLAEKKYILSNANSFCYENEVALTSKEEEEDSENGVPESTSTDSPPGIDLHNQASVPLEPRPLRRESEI
# Numbers without * were called inactive; i = inactive; · = no result given.
STK33 inh,KCNQ2 inh,Kir21 block,SMILES
-3.3,i,0.11,Cc1c(C2N3CC4(C)CN2CC(C)(C3)C4=O)c2ccccc2n1C (configuration not stated)
0.3,i,-0.72,Cc1c(C(=O)OCC(C)C)[nH]c2c1C(=O)CC(c1ccco1)C2 (configuration not stated)
0.5,i,1.1,CCOc1ccc(NC(=O)CCn2nc(C)c(S(=O)(=O)N3CCCCC3)c2C)cc1
0.5,i,0.03,Cc1cccc(C)c1OCC(=O)N/N=C/c1ccncc1
-2.6,i,-0.04,CN(CC(=O)Nc1ccccc1Cl)C(=O)COC(=O)Cc1ccc(F)cc1
·,i,0.12,CN(C)N1C(N)=C(C#N)C(c2cccc([N+](=O)[O-])c2)C2=C1CC(C)(C)CC2=O (configuration not stated)
2.8,i,0.89,Cc1cc2[nH]c(=O)c3ccccc3n2n1
-0.5,i,0.69,O=C(CSCc1ccc(Cl)cc1)Nc1ccc2c(c1)OCO2
0.0,i,1.5,O=C(N1CCC(n2nc(-c3ccccc3)oc2=O)CC1)C1(c2ccccc2)CC1
0.0,i,3,COc1cc2c(cc1OC)CN(CC(=O)Nc1ccc(Cl)cc1Cl)CC2
-0.4,i,0.67,Nc1cc(-c2ccccc2)nn1S(=O)(=O)c1ccc(Br)cc1
-0.6,i,-0.99,CC(CC(=O)NNC(=O)c1cccc(Cl)c1)c1ccccc1 (configuration not stated)
-0.5,i,-0.08,Nc1ccccc1C(=O)NCc1ccc(Cl)cc1
1.4,i,1.6,COCC1CCCC1OS(N)(=O)=O (configuration not stated)
·,i,-1.9,O=C(c1ccc2[nH]ccc2c1)N1CCCC(Nc2ccccc2)C1 (configuration not stated)
-0.9,i,0.29,O=C(NC1CCN(S(=O)(=O)c2ccccc2)CC1)c1cccc(F)c1
-0.9,i,-0.02,O=[N+]([O-])c1cc(-c2cnc3ccccc3n2)ccc1Oc1ccc(Br)cc1
-0.3,i,-1.1,CC(=O)Nc1ccc(S(=O)(=O)NC2CC3CCC2C3)cc1 (configuration not stated)
-1.2,i,-0.57,Cc1ccc(N=Cc2sccc2C)cc1C
-1.7,i,0.56,CC1CC=C(c2ccccc2)C(=S)N1 (configuration not stated)
-0.3,i,0.39,CC(C)(C)c1ccc(S(=O)(=O)N2CCN(C3CCCC3)CC2)cc1
·,i,-1.1,CCC(=O)NNC(=O)CCC(=O)Nc1ccccc1
0.2,i,-0.54,Cc1ccc(C)c(S(=O)(=O)C(C#N)c2nc3ccccc3nc2N2CCCC2)c1 (configuration not stated)
-0.8,i,0.92,CCOc1ccc(C(=O)C[n+]2cccc3cc(C)ccc32)cc1
-1.5,i,0.04,CN(C(=O)C(Cl)Cl)C1CC2C=CC1C2 (configuration not stated)
-1.7,i,-1.5,Fc1ccccc1OCCCCn1cncn1
1.0,i,1.1,CCN(CC)CC(=O)N1c2ccccc2CCc2ccc(NC(=O)c3cc(OC)c(OC)c(OC)c3)cc21
-0.5,i,0.93,COCCn1c(SCC(=O)NC2CCCC2)nc2c(c1=O)SCC2
0.1,i,1.4,N#Cc1ccc(C(=O)CSc2nnc(-c3ccc(C(F)(F)F)cn3)s2)cc1
-1.5,i,0.16,Cc1noc2ncnc(Oc3cc(Cl)ccc3Cl)c12
-0.3,i,0.49,O=S(=O)(NC1CCCCCCC1)c1ccccc1F
-0.8,i,2.4,CCN(CC(=O)Nc1ccccc1C(F)(F)F)C(=O)CCc1ccccc1
1.4,i,1.5,Cc1cc(CSCc2ccc(Cl)cc2)no1
-0.3,i,0.76,Cc1c(C(=O)NCC2COc3ccccc3O2)oc2ccc(S(=O)(=O)N(C)C3CCCCC3)cc12 (configuration not stated)
-0.6,i,0.65,O=C(O)c1ccc(CSc2nc3ccc(N4C(=O)C5C6C=CC(C6)C5C4=O)cc3s2)cc1 (configuration not stated)
-0.5,i,-0.54,O=C(Nc1ccc([N+](=O)[O-])cc1)Nc1ccc2[nH]c(=O)[nH]c2c1
-0.4,i,-0.76,O=C(CNC(=O)c1ccc(S(=O)(=O)N2CCCC2)cc1)N/N=C/c1ccco1
-2.4,i,3.2,COCCn1ccc(O)c(Cc2ccccc2)c1=O
18,i,-1.6,Cc1nn(C)c(C)c1S(=O)(=O)N(CC(=O)NCCCN1CCC(C)CC1)c1ccc(C(C)C)cc1
-1.5,i,-0.67,CCN1CCCC1CNC(=O)Cn1cnc2ccc(S(=O)(=O)N3CCC(C)CC3)cc2c1=O (configuration not stated)
0.3,i,2.4,CCOc1ccc2nc(N(CCN(C)C)C(=O)c3cc4ccccc4cc3OC)sc2c1
-0.4,i,-13,Cn1c(=O)c(NCCc2ccccc2)c2c3c(cccc31)C(=O)c1ccccc1-2
·,i,1.5,COc1ccc(NC(=O)c2ccco2)cc1NC(=O)c1ccccc1
-0.6,-12*,-5.5*,O=Cc1[nH]c2ccccc2c1N(C(=O)CCl)c1ccc([N+](=O)[O-])cc1
-1.2,i,0.87,Cc1cc(C)c(NC(=O)CNC(=O)COC(=O)C2=COCCO2)c(C)c1
-0.1,i,0.02,CCCCC1CCCC12NC(=O)NC2=O (configuration not stated)
0.2,i,-3.2,c1csc(Cc2nc3ccccc3[nH]2)c1
·,i,0.72,Cn1c(/C=C/c2ccccc2)nc2ccccc21
-0.4,i,0.52,N#CC(C#N)=Cc1ccc(NC(=O)c2ccc(Br)cc2)cc1
-0.3,i,-1,COc1ccc(/C=C/C(=O)NC(=S)NNC(=O)c2ccco2)cc1OC
-0.4,i,0.65,CO/N=C\CC(=O)Nc1ccc(Cl)cc1Cl
0.3,i,0.05,CCN1C(=NCc2cc(OC)c(OC)c(OC)c2)N[C@@H](c2ccccc2)[C@H](C(=O)OC)[C@H]1C
0.2,-6.4*,-0.87,Cc1ccccc1CSCCNC(=O)CSCc1ccc([N+](=O)[O-])cc1
4.3,i,-1.1,C(=N\c1nccs1)/c1c[nH]c2ccccc12
-1.0,i,-1.1,CC(OC(=O)c1nn(C)c(=O)c2ccccc12)C(=O)NC1CCCCC1C (configuration not stated)
-0.9,i,0.23,Cc1ccc(NC(=S)NC(NC(=O)c2ccco2)C(Cl)(Cl)Cl)cc1 (configuration not stated)

# Later entries
STK33 inh,KCNQ2 inh,Kir21 block,SMILES
0.6,i,2,CCc1ccccc1NC(=O)CNC(=O)CCc1nc2sc3c(c2c(=O)[nH]1)CCCC3
-1.3,i,1.1,O=C1COc2ccc(C(=O)CSc3ccccc3C(=O)O)cc2N1
-1.2,i,0.91,O=C(O)c1ccccc1N/N=C/c1c(Sc2nnnn2-c2ccccc2)nc2ccccn2c1=O
-0.8,i,0.98,N#C/C=C1\Sc2ccccc2C(=O)N1CC(=O)N1CCN(S(=O)(=O)c2ccccc2)CC1
-0.1,i,2.3,O=C(Cn1c2[n+](c3ccccc31)CC(O)CS2)c1ccccc1 (configuration not stated)
1.2,i,0.35,CCN(Cc1ccccc1)C(=O)c1cccc(S(=O)(=O)N2CCN(c3ccccc3)CC2)c1
-1.3,i,0.41,Cc1ccc(S(=O)(=O)NCc2ccccc2)cc1
-0.5,i,0.2,CC(C(=O)NC(N)=O)N1C(=O)NC(c2ccccc2)(c2ccccc2)C1=O (configuration not stated)
0.0,i,0.64,Nc1c(C(=O)c2ccccc2)oc2ccc([N+](=O)[O-])cc12
-2.1,i,0.35,c1ccc(-c2ccccc2-n2cnnn2)cc1
0.9,i,1.1,O=[N+]([O-])c1cccc(N/N=C/c2cccc(O)c2O)c1
0.2,i,-1.2,CCCCOC(=O)Nc1cc(C(=O)OC)ccc1C(=O)OC
-0.3,i,0.1,Cc1ccc(-c2nnn(CC(=O)N3CCN(c4nc5ccccc5s4)CC3)n2)cc1
-0.3,i,0.58,NC(=O)C1(C(N)=O)OC1c1ccccc1 (configuration not stated)
-1.4,i,0.04,COc1cccc(N2CC(C(=O)Nc3c(C)cccc3C)CC2=O)c1 (configuration not stated)
-0.3,i,0.1,Cn1c(=O)c(C(=O)NCCc2ccccc2)c(O)c2ccccc21
0.9,i,0.28,CCC(C)[C@H](NC(=O)NCc1ccc(F)cc1)C(=O)O (some centres not stated)
-0.9,i,0,O=C(C(Cl)Cl)N1CCN(c2ccccn2)CC1
-0.6,i,0.33,COc1ccccc1C(=O)NNC1=NS(=O)(=O)c2ccccc21
-0.1,i,-0.54,COC(=O)c1cc(-c2ccc(OC)cc2)n[nH]1
-0.7,i,0.56,O=C1N(c2ccc(Cl)cc2)C(c2ccccc2)N2CCCN12 (configuration not stated)
-2.4,i,1.2,COc1ccc(CC(=O)OCC(=O)Nc2ccc3c(c2)OCO3)cc1OC
2.9,i,-0.05,Cc1ccc2c(c1)N(CC(=O)N1CCCCC1C)C(=O)CO2 (configuration not stated)
-2.8,i,2.2,O=C1CCC(=O)N1c1ccc(NCCc2cccc(F)c2)c([N+](=O)[O-])c1

# A different layout for part of the listing above:
SMILES	STK33 inh	KCNQ2 inh	Kir21 block
CCCCOC(=O)Nc1cc(C(=O)OC)ccc1C(=O)OC	0.2	i	-1.2
Cc1ccc(-c2nnn(CC(=O)N3CCN(c4nc5ccccc5s4)CC3)n2)cc1	-0.3	i	0.1
NC(=O)C1(C(N)=O)OC1c1ccccc1 (configuration not stated)	-0.3	i	0.58
COc1cccc(N2CC(C(=O)Nc3c(C)cccc3C)CC2=O)c1 (configuration not stated)	-1.4	i	0.04
Cn1c(=O)c(C(=O)NCCc2ccccc2)c(O)c2ccccc21	-0.3	i	0.1
CCC(C)[C@H](NC(=O)NCc1ccc(F)cc1)C(=O)O (some centres not stated)	0.9	i	0.28
O=C(C(Cl)Cl)N1CCN(c2ccccn2)CC1	-0.9	i	0
COc1ccccc1C(=O)NNC1=NS(=O)(=O)c2ccccc21	-0.6	i	0.33
COC(=O)c1cc(-c2ccc(OC)cc2)n[nH]1	-0.1	i	-0.54
O=C1N(c2ccc(Cl)cc2)C(c2ccccc2)N2CCCN12 (configuration not stated)	-0.7	i	0.56
COc1ccc(CC(=O)OCC(=O)Nc2ccc3c(c2)OCO3)cc1OC	-2.4	i	1.2
Cc1ccc2c(c1)N(CC(=O)N1CCCCC1C)C(=O)CO2 (configuration not stated)	2.9	i	-0.05
O=C1CCC(=O)N1c1ccc(NCCc2cccc(F)c2)c([N+](=O)[O-])c1	-2.8	i	2.2

# Kir21 block: what is marked active above.
STK33 inh,KCNQ2 inh,Kir21 block,SMILES
-0.6,-12*,-5.5*,O=Cc1[nH]c2ccccc2c1N(C(=O)CCl)c1ccc([N+](=O)[O-])cc1

# (list continues)
STK33 inh,KCNQ2 inh,Kir21 block,SMILES
0.9,i,-3,CC1(C)CC(=O)C2=C(C1)N(c1cccc(O)c1)C1=C(C2)C(=O)CC(C)(C)C1
-0.3,i,-0.01,CC(C)C(=O)N1CCC(n2nccc2NC(=O)CCc2ccccc2)CC1
9.8,i,-1.9,Nc1[nH]nc2ncc3cc4ccccc4nc3c12
0.9,i,1.1,CN(C1=C(N2CCOCC2)C(=O)c2ccccc2C1=O)c1ccccc1
-0.6,i,0.68,O=S(=O)(/N=C/c1c(O)ccc2ccccc12)c1cccs1
2.1,i,1.2,COCCN1Cc2cccc(C(=O)Nc3cccc(-c4nc5ccccc5[nH]4)c3)c2C1=O
-0.8,-7.2*,-4.7*,CSCCC(NC(=O)c1ccccc1Cl)C(=O)N1CCN(C(c2ccccc2)c2ccccc2)CC1 (configuration not stated)
-0.3,i,1.4,Cc1cc(C(=O)NNC(=O)CCC2CCCCC2)c(C)o1
0.3,i,-0.85,COc1ccccc1NC(=O)COC(=O)COc1cccc2c1OC(C)(C)C2
-0.1,i,-1.1,CCc1sc(C(=O)N2CCc3ccccc32)cc1C
-1.1,i,0.22,Cc1nn(-c2ccccc2)c(NC(=O)c2cccs2)c(-c2ccccc2Cl)c1=O
0.6,i,0.09,Cn1cnc2cc(NCc3ccc(Cl)cc3)ccc21
-2.3,i,-1.7,C#CCOCCOCCOCCNc1nc(N2CCN(C(=O)[C@H]([C@@H](C)CC)n3cc([C@@H](N)CO)nn3)CC2)nc(N2CCN(C(=O)[C@H](Cc3ccc(O)cc3)n3cc([C@@H](N)CC(C)C)nn3)CC2)n1
0.1,i,0.12,CCOC(=O)N1CCN(C(=O)c2cc(OCC)c(OCC)c(OCC)c2)CC1
1.4,i,2.4,COC(=O)CSc1ccc(S(=O)(=O)N2CCCCCC2)cc1[N+](=O)[O-]
-0.3,i,-1,O=C(COc1ccccc1)Nc1nnc(-c2ccc(Cl)cc2)o1
0.5,i,-3.8,Clc1ccccc1CSc1nncn1-c1cccnc1
0.6,i,0.29,COc1cccc(OC)c1C(=O)Nc1ccc(S(=O)(=O)Nc2ncccn2)cc1
-1.6,i,-0.18,Nc1cc(C(F)(F)F)ccc1N1CCOCC1
-0.2,i,0.13,COc1ccc(C(=O)N(C)C2CCN(C)CC2)cc1S(=O)(=O)Nc1cc(Cl)ccc1Cl
-0.1,i,1.1,COc1ccc(N2C(=O)C3C4C=CC(C4)C3C2=O)nn1 (configuration not stated)
-1.2,i,-0.16,CCc1cc2c(=O)c(-c3nc4ccccc4n3C)c(C(C)C)oc2c(CN2CCN(C)CC2)c1O
-0.1,i,0.87,CCCc1cc(C(=O)Nc2sc(C(C)=O)c(C)c2C(=O)OCC)no1
0.6,i,-1.1,O=C1c2cccc(Cl)c2C(=O)c2c1cccc2N1CCCC1
-1.6,i,-0.35,CCOC(=O)c1c(C)[n+](-c2ccc(C)cc2)c(CC)c2cc(OC)c(OC)cc12
0.2,i,0.2,COc1nccnc1NS(=O)(=O)c1ccc(N=Cc2c(C)[nH]n(-c3ccc(Cl)cc3)c2=O)cc1
11,i,-1.6,CN1CCN(c2ccc(NC(=O)c3ccco3)cc2Cl)CC1
-0.6,i,-0.02,O=C(CCNS(=O)(=O)c1ccccc1C(F)(F)F)N1CCN(S(=O)(=O)c2cccc(F)c2)CC1
-1.5,i,-1.1,CS(=O)(=O)c1ccc(C(=O)NCCN2C(=O)S/C(=C\c3cccnc3)C2=O)cc1[N+](=O)[O-]
